LmPK inh: LmPK (Leishmania mexicana) enzyme inhibition. Potency, µM (highest dose often 57.5 µM), for the others: top-dose activity change, negative = inhibition, usual class: inhibitors. 0.37% of 290,000 active. purified LmPK, Kinase-Glo ATP luminescence, 1 h. Q27686. AID 1721; further: potency means the concentration at half of the fitted maximal effect
Target sequence (Q27686 whole entry, looked up): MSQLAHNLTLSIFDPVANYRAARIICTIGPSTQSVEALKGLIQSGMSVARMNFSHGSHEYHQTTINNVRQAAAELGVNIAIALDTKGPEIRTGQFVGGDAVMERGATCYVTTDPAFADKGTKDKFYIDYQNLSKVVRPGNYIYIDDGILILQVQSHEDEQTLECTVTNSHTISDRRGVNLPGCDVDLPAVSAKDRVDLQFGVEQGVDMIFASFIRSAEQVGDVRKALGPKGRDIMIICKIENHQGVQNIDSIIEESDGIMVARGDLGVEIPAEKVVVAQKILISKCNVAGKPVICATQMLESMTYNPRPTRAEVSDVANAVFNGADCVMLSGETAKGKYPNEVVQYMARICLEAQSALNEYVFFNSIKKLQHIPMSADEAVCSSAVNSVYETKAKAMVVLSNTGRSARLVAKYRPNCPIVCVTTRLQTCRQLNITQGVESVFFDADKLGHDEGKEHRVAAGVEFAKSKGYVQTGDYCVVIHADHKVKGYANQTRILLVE
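Screened at intermediate enzyme activity to detect both inhibitors and activators: LmPK at 0.1 nM, with a 0.5 nM enzyme column as activation reference. PEP 0.5 mM, ADP 0.1 mM; ATP detected by luminescence after 1 h.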
Tb PYK inh: T. brucei pyruvate kinase inhibition; TbPYK enzyme, Kinase-Glo Plus ATP luminescence, 45 min; Potency, µM (doses to about 76.8 µM), inactives show at the highest dose activity, negative = inhibition, most hits filed as inhibitors; 0.12% of 410,000 active; AID 624173; further: potency means the concentration at half of the fitted maximal effect; nearly all actives have a fitted effect of over 50% in size
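In this concentration-response screen, enzyme-free wells defined baseline while DMSO plates tracked drift. Each reaction combined TbPYK, substrate, compound and 130 uM ADP for 45 min at room temperature. Kinase-Glo Plus luminescence gave the signal.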
AmpC no deterg: blocks E. coli AmpC beta-lactamase in detergent-free assay; AID 485341; AmpC nitrocefin hydrolysis, absorbance 480 nm, 0.0001% Triton; 0.52% of 330,000 active; P00811; Potency, µM (series often up to 57.1 µM), without a hit: at the top dose activity change, negative = inhibition, hits mostly inhibitors;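 further: potency means the concentration at half of the fitted maximal effect; plate controls were no compound for no effect and no enzyme for full effect; nearly all actives have a fitted effect of over 20% in size; some results filed as inactive show a strong effect at the top dose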
Target sequence (P00811 whole entry, looked up): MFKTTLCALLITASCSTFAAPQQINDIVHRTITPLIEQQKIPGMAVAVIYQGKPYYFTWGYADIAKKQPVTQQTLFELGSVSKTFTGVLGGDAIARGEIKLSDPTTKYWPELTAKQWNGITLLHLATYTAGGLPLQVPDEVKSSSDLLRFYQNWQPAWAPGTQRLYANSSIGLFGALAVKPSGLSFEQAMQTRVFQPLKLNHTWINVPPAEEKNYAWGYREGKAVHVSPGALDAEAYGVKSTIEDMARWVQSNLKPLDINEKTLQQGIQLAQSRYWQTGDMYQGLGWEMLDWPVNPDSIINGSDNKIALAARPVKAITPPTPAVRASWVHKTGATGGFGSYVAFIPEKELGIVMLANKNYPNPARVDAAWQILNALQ
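AmpC (5.3 nM in the dispensed reagent) in 20 mM phosphate pH 7.0 with 0.01% (detergent screen) or 0.0001% Triton X-100 was preincubated with compounds for 15 min at room temperature. Nitrocefin was then added from an 800 uM solution, and hydrolysis was followed at 480 nm.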
AMA1-RON2 inh: disrupts binding of P. falciparum AMA1 to RON2 | AlphaScreen AMA1-biotinylated RON2 peptide binding | Potency, µM (series often up to 58.2 µM), inactives show at the top dose activity change, negative = inhibition, most hits filed as inhibitors | 0.2% of 360,000 active | AID 720542;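 further: potency means the concentration at half of the fitted maximal effect; 0% = vehicle wells and -100% = peptide control; nearly all actives have a fitted effect of over 45% in size; some results filed as inactive show a strong effect at the top dose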
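AMA1 (3D7) with his tag at 25 nM final met compounds first, then biotinylated RON2 peptide at 25 nM; detection used donor plus acceptor beads, 10 µg/mL apiece, read by AlphaScreen after 30 min at room temperature.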
HCMV inh: blocks human cytomegalovirus replication | HFF cells, HCMV-luciferase reporter, 72 h; hits give low values | activity change, negative = inhibition, % at 57.5 µM | 4.5% of 410,000 active | AID 1259415; in the data active means activity change below about -60%; inconclusive means no clear call, values can overlap the other calls; inactive means above about -39%
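Steps: HFFs plated, 16 h 37C; compounds added; HCMV-luciferase added to MOI 1 PFU/cell; 72 h 37C; OneGlo reagent, 5 min room temperature; luminescence read, normalized to controls.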
HCV inhibitor: HCV inhibition; 3.4% of 340,000 active; Huh7.5.1 HCVcc-Cre infection, luciferase reporter, 44 h; Potency, µM (top dose mostly 41.8 µM), for the others: at the highest dose activity change, negative = inhibition, hits mostly inhibitors; AID 651820; further: potency means the concentration at half of the fitted maximal effect
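After 44 h co-culture of compound, cells and HCVcc-Cre (~0.5 moi), substrate is added for 15 min at room temperature and luciferase measured over 15 sec. Cells were seeded at 1,000/well and pre-cultured 4 h.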
AmpC detergent: AmpC beta-lactamase inhibition with detergent present; P00811; AmpC hydrolysis of nitrocefin, absorbance 480 nm, 0.01% Triton; Potency, µM (highest dose often 114 µM), for the others: top-dose activity change, negative = inhibition, most hits filed as inhibitors; 0.041% of 370,000 active; AID 485294;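 further: potency means the concentration at half of the fitted maximal effect; 0% = no-compound wells and -100% = no-enzyme wells; nearly all actives have a fitted effect of over 25% in size; some results filed as inactive show a strong effect at the top dose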
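20 mM phosphate pH 7.0 + 0.01% (detergent screen) or 0.0001% Triton X-100; 5.3 nM AmpC reagent; cpd preinc 15 min RT; nitrocefin (800 uM stock) to start; A480 q20 s × 4 min; Activity was normalised to no-enzyme and no-compound control wells.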
Active calls of the source: *; u = inconclusive; x = no result given; & = joins results of further samples; [ ] = dose if it differs, or a comment. Unless noted, the call rests on the fitted dose curve; in most records, active means well fitted curve in the direction sought with a large enough effect; inconclusive means small, poorly fitted or top-dose-only effect, or another doubt; inactive means no such curve, though single readings can be large; an effect the other way counts as inactive or inconclusive. Unless noted, on the % scale 0 is the no-effect control and ±100 the full control effect.

Start of the listing, in advance:
SMILES	LmPK inh	Tb PYK inh	AmpC no deterg	AMA1-RON2 inh	HCMV inh	HCV inhibitor	AmpC detergent
CC(=O)N1c2ccc(S(=O)(=O)N(C)CC(=O)NCc3ccccc3)cc2CC1C (stereo not drawn)	2%	0%	35%	7%	12	-9%	1%
COc1cc(CCC(=O)NCc2ccc3c(c2)CCN3C(=O)c2ccc(F)cc2)cc(OC)c1OC	x	3%	x	x	8	x	8%
CCOc1cc(C2c3c(oc4ccc(F)cc4c3=O)C(=O)N2Cc2ccc(C)cc2)ccc1O (stereo not drawn)	x	-6%	x	x	-3	x	1%
O=c1ccsn1Cc1ccccc1	16%	-11%	-17%	2%	103	u	u
O=C(CSc1nc2ccccc2[nH]1)Nc1ccc2c(c1)OCCO2	0%	-1%	-40%	-4%	51	-14%	-11%

The listing, from the start:
SMILES	LmPK inh	Tb PYK inh	AmpC no deterg	AMA1-RON2 inh	HCMV inh	HCV inhibitor	AmpC detergent
CC(=O)N1c2ccc(S(=O)(=O)N(C)CC(=O)NCc3ccccc3)cc2CC1C (stereo not drawn)	2%	0%	35%	7%	12	-9%	1%
COc1cc(CCC(=O)NCc2ccc3c(c2)CCN3C(=O)c2ccc(F)cc2)cc(OC)c1OC	x	3%	x	x	8	x	8%
CCOc1cc(C2c3c(oc4ccc(F)cc4c3=O)C(=O)N2Cc2ccc(C)cc2)ccc1O (stereo not drawn)	x	-6%	x	x	-3	x	1%
O=c1ccsn1Cc1ccccc1	16%	-11%	-17%	2%	103	u	u
O=C(CSc1nc2ccccc2[nH]1)Nc1ccc2c(c1)OCCO2	0%	-1%	-40%	-4%	51	-14%	-11%
Cc1ccc(S(=O)(=O)CCc2nc3ccccc3[nH]2)cc1C	-7%	1%	-4%	-2%	-27	-6%	8%
CCOC(=O)c1c(C)[nH]c(C)c1S(=O)(=O)N(C)CC(=O)Nc1ccc(C)c(N(C)C)c1	x	-1%	x	x	-13	x	-1%
Cc1csc(SCC(=O)Nc2cc(S(=O)(=O)N(C)C)ccc2C)n1	x	-7%	-11%	26%	-23	u	-15%
CN1OC[C@@H]2COc3ccc4ccccc4c3[C@@H]21	7%	-7%	-2%	-4%	-32	2%	u
C[C@]12CCC3c4ccc(O)cc4CCC3C1CC/C2=N\N (stereo partly drawn)	x	-8%	x	-5%	21	1%	x
COc1ccccc1/C=C/C(=O)OCC(=O)NC(=O)NC1CCCC1	x	4%	-16%	3%	10	-6%	x
Cc1ccc(S(=O)(=O)NCC(c2ccco2)N2CCOCC2)cc1 (stereo not drawn)	1%	1%&-9%	-16%	-16%	0&-38	17%	4%&-1%
Cc1ccc(CCNC(=O)c2cc(-c3ccncc3)nc3ccc(S(=O)(=O)N4CCOCC4)cc23)cc1	-4%	1%	-13%	13%	u	16%	7%
Cc1ccc(/C=N/NC(=O)Cn2cncn2)cc1	-2%	-5%	-17%	-3%	-22	21%	u
COc1ccc(CN2C(=O)CN(C3CCCCCC3)C(=O)C2c2ccc(F)cc2)cc1 (stereo not drawn)	6%	-4%	-6%	5%	-7	u	u
N#CCC(=O)N/N=C/c1ccc(OC2CSC2)cc1	0%	-2%	-45%	0%	-31	-3%	0%
CCN(Cc1ccccc1)C(=O)COC(=O)Cn1cnc2ccccc21	9%	0%	-16%	0%	29	26%	7%
O=C(NC(C(Cl)Cl)N1CCOCC1)c1ccccc1 (stereo not drawn)	-3%	-4%	-39%	8%	-36	22%	1%
COc1cccc(N/C(N)=N/c2nc(C(F)(F)F)cc(=O)[nH]2)c1	2%	-1%	-27%	-1%	-35	30%[activator]	u
O=C(CCS(=O)(=O)c1ccccc1)NNC(=O)COc1ccc(F)cc1	x	-4%	-17%	79%[activator]	-16	11%	x
CC(C)(C)CCN1CCC(CN2CCNC(=O)C2=O)CC1	x	0%	x	-2%	-3	-4%	x
COc1ccccc1NC(=O)/C(N=Nc1ccc(C)c(S(=O)(=O)Nc2ccccc2Cl)c1)=C(\C)O	x	0%	-36%	-9%	-3	u	x
CCC1CCCCN1S(=O)(=O)c1ccc(-n2cnnn2)c(C)c1 (stereo not drawn)	-3%	-6%	14%	0%	67	1%	-2%
Cc1ccc(Nc2cc(C(=O)NCc3cccs3)c3ccccc3n2)c(C)c1	x	2%	x	x	-16	x	6%
Cc1cc([N+](=O)[O-])c(NC2CCCCC2)c([N+](=O)[O-])c1	x	-11%	x	u	-18	-11%	x
Going on with the list:
SMILES	LmPK inh	Tb PYK inh	AmpC no deterg	AMA1-RON2 inh	HCMV inh	HCV inhibitor	AmpC detergent
Cc1ccc(N2CCN(C(=O)C3CCN(S(=O)(=O)c4cccc5nsnc45)CC3)CC2C)cc1 (stereo not drawn)	x	4%	x	-3%	u	u	x
COC(=O)C1=C(C)N(Cc2ccccc2)C(=O)N[C@H]1c1ccccc1	3%	3%	-16%	-2%	-19	-5%[8.37 µM]	-2%
CCOC(=O)c1ccc(NC(=O)CSc2nnc(C3CC3)n2C)cc1	-2%	3%	-2%	-20%	-1	0%	-5%
Cc1ccc(Cn2c(SCc3ccc(C(=O)NCCc4ccccc4)cc3)nc3ccncc32)cc1	x	0%	x	x	-6	x	-1%
Cc1nc2ccccn2c1C(=O)CSc1ccccc1Cl	6%	-5%	67%[activator]	-7%	-66*	u	-9%
O=C(Nc1ccc(O)c(-c2nc3ccccc3o2)c1)C1(c2ccc([N+](=O)[O-])cc2)CCCC1	-1%	-6%	-37%	40%[activator]	-17	2%	u
O=C(O)CC1NC(=O)N(c2ccc(Cl)cc2)C1=O (stereo not drawn)	0%	6%	-2%	-3%	4	20%	-2%
CC1CCC(NC(=O)CN2CCN(S(=O)(=O)c3ccc(Br)s3)CC2)CC1 (stereo not drawn)	x	-7%	x	6%	-18	x	x
CN(CCOc1ccccc1)C(=O)c1cc([N+](=O)[O-])ccc1N1CCOCC1	x	-7%	u	-14%	-29	-9%[8.37 µM]	u
CCCC(=O)Oc1ccc(-c2nccc(C(OC)OC)n2)cc1	15%	4%	42%	15%	u	9%	6%
O=C(NN1C(=O)/C(=C\c2ccc(O)c([N+](=O)[O-])c2)SC1=S)c1ccccc1Cl	-14%	-19%	-38%	u	-22	-4%	6%
CC1CN(C(=O)COC(=O)CSc2ccc(C(N)=O)cc2[N+](=O)[O-])CC(C)O1 (stereo not drawn)	x	2%	-9%	-1%	-14	21%	-2%
O=C(O)C1CCCCC1C(=O)NCCc1ccc(Cl)cc1 (stereo not drawn)	1%	2%	-5%	-1%	15	0%	-3%
C/C(=N/NC(=O)c1ccc2c(c1)OCO2)c1ccc(NC(=O)C(F)(F)F)cc1	4%	-4%	-14%	36%[activator]	35	-11%	-3%
COc1ccccc1C(=O)NCC(=O)NCCSc1ccc(Br)cc1	x	4%	0%	0%	-17	31%[activator]	0%
CC/C(=N\NC(=O)c1ccncc1)C12CC3CC(CC(C3)C1)C2	1%	2%	-4%	84%[activator]	9	20%	-3%
CCN(c1ccc(OC)cc1)S(=O)(=O)c1nnc(NC(=O)CC(C)C)s1	4%	-5%	-19%	4%	u	-7%	3%
CN(CC(=O)O/N=C(\N)c1ccc(Br)cc1)S(=O)(=O)c1ccccc1	-8%	-2%	-6%	15%	-1	u	2%
O=C(COC(=O)CNC(=O)c1ccccc1F)NCCC1=CCCCC1	-5%	-8%	2%	-8%	-10	1%	u
O=c1ccc2cc(S(=O)(=O)N3CCN(c4ccccc4F)CC3)ccc2[nH]1	7%	2%	-41%	-1%	-17	-19%	-13%
Cc1nc2oc3c(=O)[nH]cnc3c2c2c1COC(C)(C)C2	-23%	-19%	1%	-10%	u	2%	-1%
O=c1c2c(nc(NCCO)n1CC1CCCCC1)-c1ccccc1CC21CCCC1	7%	1%	-6%	4%	-24	-24%	-11%
O=C(NC(=S)Nc1nc(-c2ccc([N+](=O)[O-])cc2)cs1)c1ccco1	-4%	-4%	-30%	28%	-84*	-4%	2%
CCOC(=O)c1sc(NC(=O)CN(CC(C)C)CC(C)C)c(C(=O)OCC)c1C	1%	-7%	-11%	4%	-95*	-5%	-8%
O=C(NCC1CCCO1)c1ccc(F)c2ccccc12 (stereo not drawn)	7%	-3%	3%	-9%	-17	8%	-13%
Remaining list, next part:
SMILES	LmPK inh	Tb PYK inh	AmpC no deterg	AMA1-RON2 inh	HCMV inh	HCV inhibitor	AmpC detergent
O=C(NCc1ccccn1)C1CCCN(Cc2cnn(-c3ccccc3)c2-n2cccc2)C1 (stereo not drawn)	4%	4%	129%[activator]	94%[activator]	x	-6%	-5%
NC(=O)C1CCN(c2nc(-c3ccccc3)nc3ccccc23)CC1	-1%	4%	12%	-24%	-15	u	3%
CC(=O)OC(C(=O)Nc1nncs1)c1ccccc1 (stereo not drawn)	x	6%	x	-4%	-37	x	x
COC(=O)Cc1nc2ccccc2[nH]1	-1%	7%	-26%	10%	27	-2%	u
CCOC(=O)C1=C(O)/C(=C/c2cc(C)n(-c3ccccc3)c2C)N=C1C	2%	-1%	-13%	3%	2	-5%	8%
Cc1ccc(C)c(N2CCN(C(=O)CCCOc3cc(=O)n(C)c4ccccc34)CC2)c1	0%	5%	176%[activator]	-12%	56	10µM*	-12%
Cc1cc(-n2c(/C=C/c3ccc(Br)s3)nc3ccccc3c2=O)ccc1Br	x	-7%	x	x	-19	x	1%
CCN(CC(=O)Nc1c(F)cccc1F)C(=O)C1Cc2ccccc2CN1S(=O)(=O)CC (stereo not drawn)	x	-1%	-27%	7%	-20	33%[activator]	u
NC(=NCc1ccccc1)C(N=Nc1ccccc1)C(=O)NCc1ccccc1 (stereo not drawn)	x	2%	x	30%[activator]	-8	-15%	x
CCc1cccc(C)c1NC(=O)CN1C(=O)C2(SCC(=O)N2c2cccc(F)c2)c2ccccc21 (stereo not drawn)	x	5%	x	x	-9	x	u
COc1ccc(NC(=O)COc2ccc(C(=O)OCC(=O)N(C)C3CCS(=O)(=O)C3)cc2OC)cc1 (stereo not drawn)	3%	-9%	81%[activator]	-11%	23	16%	-14%
CC(C)c1ccc(NC(=O)C2C3C=CC4(CN(CCCN5CCOCC5)C(=O)C24)O3)cc1 (stereo not drawn)	4%	2%	1%	8%	32	3%	-6%
Cc1ccc(NC(=O)CCn2c(=S)oc3ccccc32)cc1F	-9%	-15%	0%	10%	-12	-18%	-5%
COc1ccc(/C=N/NC(=O)c2cccc([N+](=O)[O-])c2)c2ccccc12	-2%	0%	-10%	0%	-27	u	-6%

Whole records as entered above. Screens in order: LmPK inh, Tb PYK inh, AmpC no deterg, AMA1-RON2 inh, HCMV inh, HCV inhibitor, AmpC detergent
Cc1ccc(NC(=O)CCn2c(=S)oc3ccccc32)cc1F reads -9%, -15%, 0%, 10%, -12, -18%, -5%
NC(=O)C1CCN(c2nc(-c3ccccc3)nc3ccccc23)CC1 reads -1%, 4%, 12%, -24%, -15, u, 3%

Rows are unselected; any-hit rate near 7.5%.
